High-throughput results from PubChem BioAssay.
CHT block: human CHT choline transport inhibition; Q9GZV3; B-score at 10 µM; CHT-expressing cells, membrane potential dye, choline response; hits give low values; 310,000 tested, 0.86% active;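 active = B-score over 3 SD under the library average, and starting fluorescence ratio not unusually high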;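 note: choline stimulus applied at its EC90 after an EC20 pre-addition; B-score computed on integrated fluorescence ratio after choline addition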
Target sequence (Q9GZV3 whole entry, looked up): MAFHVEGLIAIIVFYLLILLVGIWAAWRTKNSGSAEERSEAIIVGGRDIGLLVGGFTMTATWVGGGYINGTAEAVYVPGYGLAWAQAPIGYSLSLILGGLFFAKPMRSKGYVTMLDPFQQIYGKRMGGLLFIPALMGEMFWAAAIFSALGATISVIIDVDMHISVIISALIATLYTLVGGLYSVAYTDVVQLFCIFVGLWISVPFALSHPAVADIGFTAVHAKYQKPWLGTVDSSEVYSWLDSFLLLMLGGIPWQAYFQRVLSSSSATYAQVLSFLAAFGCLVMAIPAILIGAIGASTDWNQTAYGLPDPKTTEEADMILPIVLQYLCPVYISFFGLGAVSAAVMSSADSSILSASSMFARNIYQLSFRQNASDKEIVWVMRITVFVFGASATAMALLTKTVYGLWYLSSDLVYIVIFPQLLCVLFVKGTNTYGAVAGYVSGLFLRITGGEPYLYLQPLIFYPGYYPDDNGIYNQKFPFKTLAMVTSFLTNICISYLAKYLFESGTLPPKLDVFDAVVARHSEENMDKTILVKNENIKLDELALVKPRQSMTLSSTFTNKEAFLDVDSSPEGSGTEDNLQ
Kir21 inh: Kir2.1 (mouse) channel inhibition. P35561. HEK293-Kir2.1, FluxOR thallium flux fluorescence; hits give low values. B-score at 10 µM. 310,000 tested, 0.85% active;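 active = fluorescence ratio B-score at or below minus 3 SD of library scores, with starting-brightness B-score within 2 SD, cut at about -4.2 in these data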;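 note: channel flux triggered by added potassium and thallium sulfate stimulus; B-score of peak minus minimum fluorescence over baseline after thallium stimulus; more negative B-score means stronger Kir2.1 block with less thallium influx; some compounds called inactive have numbers as strong as hits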
Target sequence (P35561 whole entry, looked up): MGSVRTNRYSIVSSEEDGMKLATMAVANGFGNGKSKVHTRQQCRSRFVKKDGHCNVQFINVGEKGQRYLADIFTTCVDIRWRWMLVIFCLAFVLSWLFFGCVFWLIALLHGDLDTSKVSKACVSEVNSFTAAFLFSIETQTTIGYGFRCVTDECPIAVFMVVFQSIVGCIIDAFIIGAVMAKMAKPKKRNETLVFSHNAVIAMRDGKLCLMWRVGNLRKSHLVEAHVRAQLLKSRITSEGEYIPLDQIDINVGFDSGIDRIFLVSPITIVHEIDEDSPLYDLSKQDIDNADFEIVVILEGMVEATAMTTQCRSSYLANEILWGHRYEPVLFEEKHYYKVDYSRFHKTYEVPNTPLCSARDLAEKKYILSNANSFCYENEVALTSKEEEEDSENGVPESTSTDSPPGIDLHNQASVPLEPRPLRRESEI
KCNQ2 block: KCNQ2 channel blockers in CHO-K1 cells – cell-based, FluxOR thallium flux, B-score, primary screen (AID 2156); 20 min; hits give low values; 310,000 tested, 1.1% active; B-score at 10 µM;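 active = fluorescence ratio B-score at most minus 3 library SDs, with starting brightness B-score within 2 library SDs, cut at about -5.5 in these data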
Starred values were filed as active, the others as inactive; i = inactive; · = no result given.

SMILES	CHT block	Kir21 inh	KCNQ2 block
CC(=O)Nc1ccc(NS(=O)(=O)c2ccc(OC(C)C(=O)N3CCOCC3)cc2)cc1 (stereo unspecified)	i	-1.2	i
Cc1cc(C)c2ccc(/C=N/O)nc2c1O	i	2.3	i
CSc1ccc(/C=N/N2CCN(c3ccccc3)CC2)cc1	i	-0.28	i
CCCn1nnnc1NC(=O)CSc1ccc(Cl)cc1	i	0.83	i
CCOc1ccc(N2CC(O)=C(c3nc4ccccc4c(=O)[nH]3)C2=N)cc1	i	0.79	i
COc1cccc(C(=O)N(c2ccc(C)cc2)C2C=CS(=O)(=O)C2)c1 (stereo unspecified)	i	-2.2	i
Cc1ccc(NC(=O)/C=C/c2cccs2)c([N+](=O)[O-])c1	i	0.51	i
Cc1ccc(NC(=O)CCNS(=O)(=O)c2cccc3nonc23)cc1	i	0.1	i
COc1ccc(C(C)=O)cc1CSc1nc2ccccc2o1	i	0.22	i
COc1ccc(CC(=O)NNC(=O)[C@@H]2CCCC[C@@H]2C(=O)O)cc1	i	-0.04	i
CCCc1c(C(=O)OCC)sc(N)c1C#N	i	0.59	i
COc1ccc(C(=O)NC(=S)NCc2cccnc2)cc1[N+](=O)[O-]	i	1.1	i
C/C(CC(=O)Nc1ccc(C)c(Cl)c1)=N\NC(=O)c1ccccn1	i	0.72	i
CCOC(=O)c1c(NC(C)=O)sc2c(O)c(CN3CCN(CC)CC3)ccc12	i	0.96	i
O=C(Nc1ccccc1F)c1ccc(C(=O)c2ccccc2)cc1	i	-1.6	i
O=C(Nc1ccc(F)cc1)C1CCCN1S(=O)(=O)c1cccc2nsnc12 (stereo unspecified)	i	0.32	i
O=C(CCCNC(=O)c1ccc(Cl)cc1)Nc1ccc(S(=O)(=O)Nc2ncccn2)cc1	i	1.2	i
CCC(CC)c1nnc(NC(=O)c2ccc(N3CCCC3=O)cc2)s1	i	0.34	i
CCOc1ccc(C(=O)Nc2cccc(NC(=O)c3cccs3)c2)cc1[N+](=O)[O-]	·	1.1	i
CCN1CCN(C(=O)c2ccc3c(=O)n(Cc4ccccc4OC)c(=S)[nH]c3c2)CC1	i	-0.63	i
Cc1ccccc1Nc1c(-c2cccnc2)nc2ccc(Br)cn12	i	2.5	i
NS(=O)(=O)c1ccc(NC(=O)COc2ncnc3c2cnn3-c2ccccc2)cc1	i	0.39	i
c1ccc(CCc2nn3c(-c4ccncc4)nnc3s2)cc1	i	-1.1	i
CN1CCN(c2ccc(CNS(=O)(=O)Cc3ccc(Cl)cc3)cc2)CC1	i	-0.23	i
O=C1Nc2ccc(C(F)(F)F)cc2N2CCCC12 (stereo unspecified)	i	0.84	i

Given as a markdown table: entries from further up
| mol | CHT block | Kir21 inh | KCNQ2 block |
| --- | --- | --- | --- |
| O=C(CCCNC(=O)c1ccc(Cl)cc1)Nc1ccc(S(=O)(=O)Nc2ncccn2)cc1 | i | 1.2 | i |
| Cc1ccc(NC(=O)/C=C/c2cccs2)c([N+](=O)[O-])c1 | i | 0.51 | i |
| COc1ccc(CC(=O)NNC(=O)[C@@H]2CCCC[C@@H]2C(=O)O)cc1 | i | -0.04 | i |
| CN1CCN(c2ccc(CNS(=O)(=O)Cc3ccc(Cl)cc3)cc2)CC1 | i | -0.23 | i |
| CCCn1nnnc1NC(=O)CSc1ccc(Cl)cc1 | i | 0.83 | i |

The list continues.
SMILES	CHT block	Kir21 inh	KCNQ2 block
COc1cc(C2NC(=O)NC(C)=C2C(=O)NCc2ccccc2)c(Cl)cc1O (stereo unspecified)	i	0.83	i
CCOC(=O)OC(C)OC1=C(C(=O)Nc2ccccn2)N(C)S(=O)(=O)c2ccccc21 (stereo unspecified)	i	-0.06	i
O=C(Nc1ccc2c(c1)OCO2)c1sc2cc(Cl)ccc2c1Cl	i	0	i
O=C(CN1CCN(c2ccc(O)cc2)CC1)Nc1cc(S(=O)(=O)N2CCCCC2)ccc1Cl	i	0.05	i
CC(C(=O)OCC(=O)Nc1ccc2c(c1)OCO2)N1C(=O)c2ccccc2C1=O (stereo unspecified)	i	0	i
CCOc1ccccc1NC(=O)CNS(=O)(=O)c1ccc2nc(C)sc2c1	i	-0.48	i
CCOC(=O)c1[nH]c2c(c1C)C(=O)CC(c1ccco1)C2 (stereo unspecified)	i	0.27	i
O=C(C1=C[C@@H](C2CCCCC2)C[C@@H](OCCCCO)O1)N1CCOCC1	i	-0.28	i
Cc1occc1-c1nnc(SCC(=O)N2CCCCC2)o1	i	0.33	i
CC1=C(C)/C(=N\OS(=O)(=O)c2ccccc2)C=CC1=O	i	-11*	i
O=C1C(=Nc2cccc(Cl)c2)CC(c2ccc(Cl)cc2)N1c1cccc(Cl)c1 (stereo unspecified)	i	-0.67	i
CC1CCC(NC(=O)COC(=O)C2CC3CCCC(C2)C3=O)CC1 (stereo unspecified)	i	-0.18	i
COc1ccc(N/C(C)=C2/C(=O)C(=O)N(CCO)C2c2ccc([N+](=O)[O-])cc2)cc1 (stereo unspecified)	i	-0.74	i
O=C(O)c1cccc(COc2ccccc2Cl)c1	i	0.82	i
CCOC(=O)c1ccccc1NC(=O)c1cccnc1	i	0.75	i
CC(=O)N1c2ccc(S(=O)(=O)NCCC(=O)N(C)Cc3ccccc3)cc2CC1C (stereo unspecified)	i	-0.46	i
N/C(COc1ncn(-c2ccccc2)n1)=N\S(=O)(=O)c1ccc(Cl)cc1Cl	i	0.04	i
O=C(c1ccc(Br)o1)N(Cc1ccccc1)c1ccccn1	i	-0.65	i
CCn1c(SCC(=O)c2[nH]c(C)c(C(C)=O)c2C)nnc1-c1ccncc1	i	-1.6	i
O=[N+]([O-])c1ccc(C(=S)N2CCN(c3ccc(F)cc3)CC2)cc1	i	0.14	i
CN(C)c1cccc(C(=O)OCC(=O)Nc2ccccc2-c2ccccc2)c1	i	1.8	i
CC1(C)CC(N(Cc2ccc(F)cc2)C(=O)c2ccc(F)cc2)CCO1 (stereo unspecified)	i	-0.56	i
Cn1c(=O)c(C(=O)CN2CCOCC2)c(N)n(Cc2ccccc2)c1=O	i	-0.38	i
O=C(CN1C(=O)C2C3CCC(C3)C2C1=O)N1CCN(Cc2ccccc2)CC1 (stereo unspecified)	i	-1.2	i
O=C(COC(=O)c1cc(=O)[nH]c2ccccc12)Nc1nc(-c2cccc(Br)c2)cs1	i	0.87	i
More entries
SMILES	CHT block	Kir21 inh	KCNQ2 block
COCCn1c(=S)[nH]c2cc(C(=O)NCCc3ccc(OC)c(OC)c3)ccc2c1=O	i	0.54	i
COc1ccccc1C(=O)NCCNC(=O)c1ccco1	i	0.91	i
CC1CCCCC1NC(=O)c1cccc(S(=O)(=O)N2CCN(C)CC2)c1 (stereo unspecified)	-12*	0.54	i
O=C(C1=C(O)C(=O)N(CCCn2ccnc2)C1c1ccc(F)cc1)c1ccco1 (stereo unspecified)	i	-0.78	i
CCOC(=O)CN1C(=O)c2ccccc2Sc2ncccc21	i	-0.7	i
O=C1NC[C@H](Cc2ccc(O)cc2)N(CC2CCCCC2)C1=O	i	-0.18	i
COc1ccc(-n2c(Cc3cccn3C)nnc2SCC(=O)Nc2cc(Cl)ccc2OC)cc1	i	-0.17	i
COCC(=O)N1CCCC(N(C)CCc2ccc(OC)c(OC)c2)C1 (stereo unspecified)	i	-0.04	i
CC(=O)n1cc(/C=N/NC(N)=S)c2ccccc21	i	-0.14	i
Cc1ccc(CNC(=O)Cn2c(=O)c3sccc3n(Cc3cccc([N+](=O)[O-])c3)c2=O)cc1	i	0.63	i
COc1ccc2nc(SCC(=O)Nc3nccs3)[nH]c2c1	i	0.07	i
CC1OC(OCC2OC(Oc3c(-c4ccc(O)cc4)oc4cc(O)cc(O)c4c3=O)C(O)C(O)C2O)C(O)C(O)C1O (stereo unspecified)	i	1.7	i
CCOC(=O)c1c[nH]n(-c2ccc(C)cc2)c1=O	i	0.08	i
CCCCN(C(=O)NC(=O)Nc1cc(C)ccc1C)S(C)(=O)=O	i	-1.1	i
CCn1cc(S(=O)(=O)c2cccc(C)c2)c(=O)c2cc(F)c(N3CCN(C)CC3)cc21	i	1.1	i
CCn1c(SCC(=O)Nc2nc(C)c(C(=O)OC)s2)nnc1C(C)C	i	-0.66	i
Cc1ccc(C)c(NC(=O)CCc2ccc(C)o2)c1	i	-1.6	i
O=C(O)c1cccc(S(=O)(=O)Nc2ccc([N+](=O)[O-])cc2O)c1	i	-0.29	i
CCOc1ccc(CCN2C(=O)CCC2(C)C(=O)NC(C)CC)cc1OCC (stereo unspecified)	i	-0.29	i
CC1CN(S(=O)(=O)c2cc(C(=O)N(CCc3ccccc3)Cc3ccccc3)ccc2Cl)CC(C)O1 (stereo unspecified)	i	0.72	-7.2*
CC(C)CC(=O)N1CCN(c2ccc([N+](=O)[O-])c(NCc3ccccc3)c2)CC1	i	-0.38	i
COc1ccccc1CNC(=O)COC(=O)c1nc(Cl)ccc1Cl	i	1.3	i
Cn1c(SCC(=O)n2c3c(c4ccccc42)CCCC3)nnc1-c1ccccc1	i	1.2	i
O=C(CSc1ncn(-c2ccccc2)n1)Nc1ccc(Br)cn1	i	-0.54	i
Cc1cc(C)nc(SCc2cn3cc(Cl)ccc3n2)n1	i	0.93	i

Four of these compounds, reformatted.
Fields: CHT block	Kir21 inh	KCNQ2 block
- C/C(CC(=O)Nc1ccc(C)c(Cl)c1)=N\NC(=O)c1ccccn1
 : i	0.72	i
- CCOC(=O)c1c(NC(C)=O)sc2c(O)c(CN3CCN(CC)CC3)ccc12
 : i	0.96	i
- O=C(Nc1ccccc1F)c1ccc(C(=O)c2ccccc2)cc1
 : i	-1.6	i
- O=C(Nc1ccc(F)cc1)C1CCCN1S(=O)(=O)c1cccc2nsnc12 (stereo unspecified)
 : i	0.32	i

Going on with the list.
SMILES	CHT block	Kir21 inh	KCNQ2 block
CCOC(=O)N1CCN(CC(O)COC2CC(C)CC(C)(C)C2)CC1 (stereo unspecified)	i	0.68	i
CC(O)C(O)C(O)C(O)C1NCCS1 (stereo unspecified)	i	-0.91	i
Cc1cccn2cc(-c3ccc(F)cc3)nc12	i	-1.3	i
CCNC(=O)NC(=O)CSc1nc2ccccc2n1CC(C)C	i	-0.96	i
CCN(CC)CCCN=Cc1c(O)n(-c2ccccc2C)c(=O)c2ccccc12	i	0.06	i
CCc1ccc(NC(=O)COc2ccc(F)cc2C(=O)c2cnn(-c3ccccc3)c2)cc1	i	-0.45	i
CCOCCOC(=O)c1ccc(-n2cnc(C)n2)nc1	i	0.53	i
O=C(O)Cc1ccc(NC(=O)c2cccs2)cc1	i	0.72	i
O=C(Cn1ccc2cc(S(=O)(=O)N3CCCCC3)ccc21)NCc1ccccc1F	i	-0.91	i
Nc1nnc(CCCCCCCCCCc2nnc(N)s2)s1	i	0.66	i
O=C(CCC1CCN(Cc2ccccc2Cl)CC1)NC1CC1	i	0.84	i
CCN(CC)Cc1c(O)ccc2c(=O)c(-c3ccccc3Cl)coc12	i	0.59	i
CCOC(=O)Cc1csc(NC(=O)c2cccc(N3C(=O)CCC3=O)c2)n1	i	0.02	i
O=C(/C=C/c1cccs1)c1cc(Cl)ccc1O	i	-0.95	i
CC1CCN(c2c(NCC3CCC(C(=O)Nc4ccccn4)CC3)c(=O)c2=O)CC1 (stereo unspecified)	i	-0.91	i
CCc1cc2c(SCC(=O)c3ccc(C)cc3)ncnc2s1	i	0.88	i
OCCCn1c(C2CCCN2c2nc(-c3ccc(Cl)cc3)cs2)nc2cc(C(F)(F)F)ccc21 (stereo unspecified)	i	0.54	i
COc1ccc(NC(=O)C(NC(=O)c2ccccc2)C(C)C)cc1 (stereo unspecified)	i	-0.98	i
COc1cccc(-c2c(C(=O)N/N=C/c3ccoc3)nnn2-c2nonc2N)c1	i	-0.05	i
C=CCSc1nc2ccccc2c2nc(-c3ccccc3)nn12	i	-0.03	i
COc1ccc(/C=C2\SC(=S)N(CCC(=O)Nc3cccc(O)c3)C2=O)cc1	·	-0.38	i
CCOC(=O)c1c(-c2ccc(C)o2)csc1NC(=O)CSc1nnnn1-c1ccccc1	i	-0.34	i
CCOC(=O)c1ccc(N/C=C/C(=O)c2ccc(OC)c(OC)c2)cc1	i	2.5	i
O=c1cc(-c2ccco2)oc2c1ccc1ccccc12	i	0.02	i
COc1ccccc1NC(=O)c1c(NC(=O)CCC(=O)O)sc2c1CCCCC2	i	-0.09	i
The results go on.
SMILES	CHT block	Kir21 inh	KCNQ2 block
Cc1cc(C)n2nc(SCc3cccc(F)c3)nc2n1	i	-0.05	i
COc1ccc(-c2cc(CN3C(=O)c4ccccc4C3=O)on2)cc1	i	0	i
COc1ccc(NC(=O)Cn2nc(Cc3cccnc3)c3ccccc3c2=O)cc1OC	i	-0.4	i
CC(=O)c1cccc(NC(=O)Cn2c(=O)oc3cc(S(=O)(=O)N4CCCC4)ccc32)c1	i	-2.2	i
COc1ccc(CNC(=O)[C@H](CCSC)NC(=O)N2CCn3c2nc2ccccc23)cc1	i	-0.74	i
COC(=O)c1ccc(N2CCN(C)CC2)c(NC(=O)c2ccc(Br)o2)c1	-5.3*	0.99	i
Cc1cc(C)c2cc(CN(Cc3ccco3)C(=S)NCC3CCCO3)c(=O)[nH]c2c1 (stereo unspecified)	i	-0.36	i
CCCC[n+]1c(-c2ccc(Cl)cc2Cl)csc1Nc1ccccc1	i	2.2	i
Nn1c(SCc2ccccc2)nnc1-c1ccco1	i	0.03	i
NC(=O)CC(NC(=O)Cc1ccc(Br)cc1)c1ccc(NC2CCCC2)c([N+](=O)[O-])c1 (stereo unspecified)	i	-0.51	i
CCOC(=O)C1=C(C)N(CC)C(=S)NC1c1ccc(Cl)cc1 (stereo unspecified)	i	-7.1*	i
